Source: PubChem BioAssay (several laboratories)
Mcl-1 Bim block – inhibitors of Bim-Mcl-1 interaction, human | AID 1009 | actives 0.1% (n = 190,000) | inhibition, % at 10 µM | Bead-based flow cytometry, Bim peptide-Mcl-1 binding; in the data active = inhibition above about 40%;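 note: 0% = no compound tracer wells and 100% = peptide blocker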
Target sequence (Q07820 whole entry, looked up): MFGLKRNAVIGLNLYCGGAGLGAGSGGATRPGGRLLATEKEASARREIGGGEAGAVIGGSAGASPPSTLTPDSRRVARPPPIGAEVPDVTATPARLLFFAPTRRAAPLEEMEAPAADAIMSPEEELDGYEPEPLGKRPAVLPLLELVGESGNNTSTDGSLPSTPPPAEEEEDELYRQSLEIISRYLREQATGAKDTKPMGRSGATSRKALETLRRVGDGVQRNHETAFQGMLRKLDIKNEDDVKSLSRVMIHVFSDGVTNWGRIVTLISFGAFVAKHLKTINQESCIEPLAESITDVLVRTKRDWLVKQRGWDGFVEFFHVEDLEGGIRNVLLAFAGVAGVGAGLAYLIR
Pf gamet viab – P. falciparum stage V gametocyte viability inhibition. P. falciparum stage V gametocytes, ATP luminescence, 24 h. inhibition, % at 10.9 µM. actives 0.065% (n = 150,000);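 active = inhibition above the mean plus 3 SD of compounds within the control limits, set per campaign, cut at about 38% in these data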;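 note: 0% = DMSO wells and 100% = medium only without gametocytes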
RGS8-Gao reg – human RGS8-Galphao interaction regulation; AID 1423; response (percent of control binding), % at 10 µM; multiplexed bead flow cytometry, RGS8-Galphao binding; actives lie on both sides; P09471; actives 0.34% (n = 220,000); in the data active = response below about 60% or above about 140%; inactive = in between;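 note: Galphao activated as the GDP aluminium fluoride complex binding bead-coupled RGS8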
Mcl1 Bid PPI – Mcl-1/Bid interaction inhibition | Q07820 | TR-FRET Mcl-1/Bid-Dy647 peptide binding, 1536-well | inhibition, % at 21.7 µM | actives 0.97% (n = 220,000) | AID 1021;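 active = compounds that cut the binding signal by more than half at the single screening dose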;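 note: His-tagged Mcl-1 with europium anti-His antibody binding Bid BH3 peptide; 0% = Mcl-1 plus peptide wells and 100% = peptide-only wells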
Rab2A wt mod – changes GTP binding to wildtype dog Rab2A, up or down; P61105; GST-Rab2 wt beads, Bodipy-GTP binding, flow cytometry; GTP binding activity, % at 10 µM; actives 0.19% (n = 190,000); AID 760;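 active = GTP binding activity at least 20 points away from 100%, either lowered or raised; inconclusive = signal likely due to the compound's own green fluorescence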;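 note: 0% = beads with excess unlabeled GTP and 100% = no-compound control corrected for plate trend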
Rac1 wt GTP bind – human Rac1 wildtype GTP binding, inhibitors and activators. GST-Rac1 beads, fluorescent GTP binding, flow cytometry; actives lie on both sides; 0 = cold GTP competed, 100 = untreated. GTP binding activity (% of control), % at 10 µM. P63000. actives 0.27% (n = 190,000);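 active = GTP binding activity at least 20 points away from the 100% control level, either lower or higher; inconclusive = compound flagged as likely green fluorescent, judged across all proteins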
Cdc42 wt – modulators (inhibitors or activators) of GTP binding to human Cdc42 wildtype. P60953. GST-Cdc42 beads, Bodipy-GTP binding, flow cytometry; actives lie on both sides. percent activity (GTP binding), % at 10 µM. actives 0.2% (n = 190,000);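 active = percent activity GTP binding at least 20 points away from the 100% baseline, either down as inhibitor or up as activator; inconclusive = compound flagged as likely green fluorescent from well-wide comparison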;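 note: median bead fluorescence of bound Bodipy-FL-GTP at 100 nM; 0% = excess unlabeled GTP control and 100% = no compound control; below 100% means less GTP binding so inhibitor and above means activator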
Target sequence (P60953 whole entry, looked up): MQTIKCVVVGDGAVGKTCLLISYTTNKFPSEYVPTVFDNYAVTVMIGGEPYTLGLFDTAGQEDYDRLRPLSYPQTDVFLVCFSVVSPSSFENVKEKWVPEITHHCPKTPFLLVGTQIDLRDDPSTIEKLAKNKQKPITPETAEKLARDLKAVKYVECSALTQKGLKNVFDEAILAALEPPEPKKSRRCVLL
HRas wt GTP bind – modulators of GTP binding to human HRas wildtype. GTP binding activity, % at 10 µM. P01112. GST-Ras wt beads, Bodipy-FL-GTP binding, flow cytometry; actives lie on both sides. actives 0.14% (n = 190,000);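 active = GTP binding activity at least 20% away from the 100% baseline, either lowered as inhibitor or raised as activator; inconclusive = flagged as likely green fluorescent, judged across all proteins in the well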;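 note: 0% = unlabeled GTP competition control and 100% = no-compound control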
Target sequence (P01112 whole entry, looked up): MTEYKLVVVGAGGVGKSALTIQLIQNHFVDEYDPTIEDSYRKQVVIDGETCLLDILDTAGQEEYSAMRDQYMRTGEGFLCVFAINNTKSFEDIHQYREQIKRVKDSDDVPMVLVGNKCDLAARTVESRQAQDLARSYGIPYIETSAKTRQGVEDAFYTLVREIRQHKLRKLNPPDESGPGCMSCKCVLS
Mcl1-Noxa inh – disrupts binding of human Mcl-1 to Noxa peptide; Q07820; TR-FRET Mcl-1/Noxa peptide binding, 2 h; inhibition, % at 21.7 µM; actives 1.5% (n = 220,000);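 active = compounds that cut the protein-peptide binding signal by more than 50% relative to plate controls in a single-dose test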;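 note: His-tagged Mcl-1 with rhodamine Noxa BH3 peptide and terbium anti-His antibody; 0% = Mcl-1 plus Noxa peptide wells and 100% = peptide-only wells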
Rab7 wt GTP bind – alters GTP binding to wildtype dog Rab7; GST-Rab7 beads, fluorescent GTP binding, flow cytometry; actives lie on both sides; untreated = 100%, excess cold GTP = 0%; GTP binding activity (percent of control), % at 10 µM; actives 0.055% (n = 190,000);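 active = fluorescent GTP binding to Rab7 beads changed by at least 20 points from the 100% baseline, either direction, mostly lower; inconclusive = compound itself probably fluorescent, or too few beads counted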;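 note: median green fluorescence of bound Bodipy-FL-GTP per Rab7 bead population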
Rac1 mut GTP – alters GTP binding to activated mutant human Rac1 | P63000 | GST-Rac1 activated beads, fluorescent GTP binding, flow cytometry; actives lie on both sides; 100% means binding = to untreated wells | percent activity (GTP binding), % at 10 µM | actives 0.11% (n = 190,000) | AID 764;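 active = GTP binding at least 20 percentage points away from the 100% baseline, in either direction, so actives lie on both sides; inconclusive = Compound likely fluorescent itself, or too few beads counted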
* hit, by the source's call; ? = inconclusive; . = not tested or not shown.

item | SMILES | Mcl-1 Bim block | Pf gamet viab | RGS8-Gao reg | Mcl1 Bid PPI | Rab2A wt mod | Rac1 wt GTP bind | Cdc42 wt | HRas wt GTP bind | Mcl1-Noxa inh | Rab7 wt GTP bind | Rac1 mut GTP
1 | CCc1ccc(OCCOCC(O)CN(CCO)CCO)cc1 (stereo not given) | -1 | 7 | 105 | -10 | 100 | 103 | 102 | 98 | 14 | 97 | 102
2 | Cc1cccc(C2Nc3ccccc3C(=O)N2c2ccc(F)cc2)n1 (stereo not given) | 2 | -18 | 101 | -7 | 99 | 108 | 101 | 101 | 14 | 100 | 99
3 | CCOc1ccc(CN(C)CC(=O)Nc2cc(C)c(C)cc2[N+](=O)[O-])cc1 | 0 | 17 | 99 | -11 | 96 | 96 | 93 | 96 | 8 | 105 | 93
4 | CCOC(=O)c1c(-c2ccncc2)csc1N | -9 | 10 | 109 | -89 | 101 | 110 | 101 | 100 | 24 | 97 | 102
5 | OC12CCCCC1C(c1ccc3c(c1)OCO3)N(Cc1ccc(F)cc1)CC2 (stereo not given) | 0 | . | 99 | -30 | 100 | 99 | 98 | 98 | 7 | 98 | 98
6 | O=[N+]([O-])c1cccc(Cl)c1NCCNc1ncc(C(F)(F)F)cc1Cl | -3 | 2 | 97 | -8 | 93 | 94 | 96 | 95 | 18 | 93 | 94
7 | CNC(=O)CC12CC3CC(CC(C3)C1)C2 | -1 | -14 | 103 | -20 | 100 | 105 | 97 | 102 | 5 | 99 | 99
8 | O=C(CCN1CCC(c2ccccc2)C1)c1ccccc1 (stereo not given) | 2 | . | 101 | 5 | 98 | 108 | 101 | 105 | 11 | 104 | 96
9 | Cc1cc(NC(=O)CSc2nnc(-c3cccnc3)n2Cc2ccccc2)no1 | -1 | -33 | 100 | -33 | ? | ? | ? | ? | 14 | ? | ?
10 | O=S1(=O)CCC(NC(=S)N2CCCCCC2)C1 (stereo not given) | -5 | . | 75 | -118 | 101 | 106 | 105 | 101 | -6 | 101 | 101
11 | CCOC(=O)c1c(N)c(C#N)c2n1CCCCC2 | -3 | 2 | 102 | -8 | 96 | 96 | 93 | 95 | -11 | 98 | 94
12 | COc1ccc(C(=O)/C(=C/c2cccs2)c2nc3ccccc3o2)cc1 | 0 | . | 101 | 15 | 94 | 91 | 95 | 95 | 6 | 92 | 94
13 | CCOC(=O)c1ccc(NC(=O)COc2ccccc2CNCCO)cc1 | -5 | 25 | 105 | -10 | 97 | 98 | 94 | 97 | 8 | 103 | 95
14 | CC1CCCCC1NC(=O)c1cc2ccccc2o1 (stereo not given) | -4 | . | 97 | -44 | 100 | 101 | 103 | 101 | 2 | 99 | 98
15 | O=C(NN1CCN(Cc2ccccc2Cl)CC1)c1ccc(Br)cc1 | -1 | . | 102 | -23 | 96 | 96 | 95 | 98 | 21 | 105 | 94
16 | FCCCOc1ccc(-c2ccnc3ncnn23)cc1 | 0 | . | 100 | -12 | 91 | 99 | 94 | 94 | 1 | 93 | 91
17 | Cc1ccc(C)c(N2CCN(c3nc4ccccc4c(=O)n3Cc3ccccc3)CC2)c1 | -1 | . | 100 | -25 | 102 | 105 | 98 | 99 | 2 | 99 | 100
18 | CCOc1ccc2nc(NC(=O)C(CC)Sc3nc(C)cc(=O)[nH]3)sc2c1 (stereo not given) | -1 | -41 | 103 | -30 | 101 | 102 | 100 | 102 | 18 | 103 | 99
19 | O=[N+]([O-])c1ccc(O)c(C=Nc2ccc3oc(Cc4ccc(Cl)cc4)nc3c2)c1 | 1 | . | 98 | -51 | 91 | 92 | 88 | 92 | -4 | 89 | 91
20 | CC(=O)/C(=C(/O)c1ccccc1)c1nc2ccccc2[nH]1 | -5 | 5 | 104 | -9 | 98 | 95 | 93 | 96 | -5 | 104 | 94
21 | CCN(CC)C(=O)CSc1ncnc2sccc12 | -6 | -1 | 99 | 0 | 99 | 100 | 99 | 96 | -13 | 98 | 99
22 | COc1ccc(Cl)cc1C(=O)Nc1nc2ccc(S(C)(=O)=O)cc2s1 | 0 | . | 99 | -154 | 94 | 85 | 89 | 93 | -124 | 91 | 91
23 | CCOC(=O)CN1CC23C=CC(O2)C(C(=O)NC2CCCCC2)C3C1=O (stereo not given) | -3 | . | 99 | -9 | 100 | 102 | 99 | 102 | -2 | 104 | 98
24 | CC(C)Cn1c(SCC(=O)N2CCN(S(=O)(=O)c3ccccc3)CC2)nc2ccccc21 | 2 | . | 104 | -29 | 102 | 102 | 106 | 103 | 27 | 103 | 98
25 | CCSc1ccccc1C(=O)N1CCN(c2ccc([N+](=O)[O-])cc2)CC1 | 0 | . | 78 | -26 | 97 | 94 | 94 | 96 | 5 | 99 | 95
26 | CCOc1cc(NC(=S)NCCCOC)c(OCC)cc1NC(=O)c1cccs1 | -3 | 10 | 100 | -8 | 101 | 102 | 99 | 102 | 4 | 105 | 98
27 | CCC(C)(C)NC(=O)c1ccccc1Oc1ccccc1 | 0 | -15 | 101 | -6 | 93 | 100 | 96 | 93 | -6 | 93 | 94
28 | O=c1c2ccccc2nnn1Cc1ccc(Br)cc1 | -1 | 11 | 102 | -22 | ? | ? | ? | ? | 0 | ? | ?
29 | CCCCC(=O)OCCNC(=O)c1cc2ccccc2oc1=O | 0 | -12 | 103 | 22 | 94 | 94 | 97 | 95 | -11 | 97 | 94
30 | COc1ccccc1NC(=O)CCN1CC(C)OC(C)C1 (stereo not given) | -39 | . | 100 | 13 | 101 | 101 | 102 | 101 | 28 | 98 | 98
31 | O=C(CCC1CCCCC1)Nc1ncn[nH]1 | 1 | 11 | 102 | -15 | 100 | 103 | 103 | 102 | 2 | 99 | 99
32 | Fc1ccccc1NC(=S)NN(Cc1ccccc1)c1ccccc1 | 3 | . | 100 | -28 | 102 | 103 | 103 | 102 | -10 | 105 | 99
33 | O=C(Nc1cccc(CCc2ccccn2)c1)c1ccc(Cl)cc1 | 0 | . | 102 | -16 | 101 | 97 | 101 | 96 | 5 | 102 | 97
34 | O=C(C1=C[C@H](c2ccc3c(c2)OCO3)C[C@H](OCCCCO)O1)N1CCN(Cc2ccc3c(c2)OCO3)CC1 | 0 | . | 102 | 17 | 96 | 99 | 97 | 97 | -16 | 103 | 97
35 | Cc1oc2ccccc2c1-c1cn2c(n1)SCC2 | 0 | . | 101 | -101 | 96 | 95 | 99 | 97 | -7 | 98 | 93
36 | O=C(Cn1nnc(-c2ccccc2Cl)n1)N/N=C/c1ccc2c(c1)OCO2 | -1 | -26 | 102 | -32 | 94 | 94 | 92 | 93 | -61 | 97 | 92
37 | CCN1CCCC1CNC(=O)c1cc2c(-c3cccc(OC)c3)nn(C)c2s1 (stereo not given) | 0 | . | 107 | . | 102 | 102 | 103 | 102 | . | 102 | 100
38 | COc1cccc(/C=C/c2ccc3ccccc3n2)c1OC(C)=O | -2 | . | 103 | 8 | 97 | 100 | 97 | 99 | -18 | 104 | 96
39 | CC1(C)Cc2ccccc2-c2nnnn21 | 1 | -25 | 100 | -15 | 98 | 98 | 100 | 98 | -9 | 98 | 97
40 | O=C(NCc1ccccc1)C1=C[C@@H](c2csc3ccccc23)C[C@@H](OCc2ccc(CO)cc2)O1 | -4 | . | 108 | 7 | 94 | 100 | 93 | 94 | -2 | 95 | 96
41 | N#C/C(=C(/O)c1cccs1)c1nnc2n1CCCCC2 | -1 | . | 101 | -23 | 95 | 97 | 94 | 98 | 17 | 102 | 95
42 | CCOC(=O)c1c(-c2ccccc2)nc2ccccn12 | 0 | 8 | 99 | -3 | 99 | 98 | 97 | 98 | 5 | 100 | 94
43 | COc1ccccc1C(OC(=O)c1cccs1)C(=O)NCc1ccco1 (stereo not given) | -3 | 6 | 98 | -4 | 98 | 99 | 99 | 98 | 32 | 99 | 99
44 | CCn1c(C(=O)N2CCC(C(=O)N3CCN(c4ccccn4)CC3)CC2)cc2sccc21 | -3 | . | 99 | -20 | 99 | 108 | 105 | 100 | -7 | 101 | 101
45 | O=C(COc1ccc(/C=N/NS(=O)(=O)c2ccccc2)cc1)N1CCOCC1 | 2 | -15 | 104 | -51 | 100 | 99 | 100 | 101 | -11 | 105 | 97
46 | CC(Sc1ncc(C(F)(F)F)cc1Cl)C(=O)NC(N)=O (stereo not given) | 1 | -28 | 105 | -14 | 94 | 93 | 94 | 94 | 9 | 92 | 94
47 | O=C(c1ccccc1)c1cnc2ccc(Cl)cc2c1N1CCOCC1 | -1 | . | 100 | -14 | 95 | 96 | 90 | 94 | 3 | 100 | 93
48 | Cc1ccc(NC(=O)c2ccc([N+](=O)[O-])cc2)cc1S(=O)(=O)N(C)C | -2 | 16 | 100 | -16 | 95 | 93 | 94 | 94 | -7 | 96 | 95
49 | Cc1ccc(C(=O)Nc2ccccc2)cc1S(=O)(=O)Nc1ccc(Cl)cn1 | -1 | 3 | 103 | 0 | 93 | 96 | 94 | 92 | 11 | 90 | 96
50 | COc1cccc(/C=N/NC(=O)CCc2c(C)n[nH]c2C)c1 | 1 | . | 102 | -34 | 100 | 102 | 101 | 101 | -6 | 102 | 98
51 | COc1ccc2c(c1)CCC1=C2NC(=S)NC1c1ccc(N(C)C)cc1 (stereo not given) | 1 | -8 | 100 | -65 | 95 | 99 | 97 | 99 | 28 | 102 | 95
52 | Cc1nc(NS(=O)(=O)c2ccccc2)sc1NC(=O)OC(C)C | 2 | . | 94 | -120 | 99 | 99 | 101 | 98 | 10 | 101 | 98
53 | Cc1ccc(NC(=O)c2cc(S(=O)(=O)NCCC3=CCCCC3)ccc2F)cc1 | -3 | -9 | 103 | -7 | 103 | 104 | 101 | 104 | 6 | 102 | 100
54 | Cc1nn(C)c(C)c1S(=O)(=O)N(CC(=O)NC1CCCCCC1)c1ccc(C(C)C)cc1 | -2 | . | 102 | -9 | 98 | 101 | 99 | 99 | 11 | 100 | 97
55 | CC/C(=N\NS(C)(=O)=O)c1ccccc1 | 0 | 11 | 99 | -22 | 101 | 107 | 101 | 101 | 16 | 99 | 101
56 | COc1ccc(NC(=S)Nc2ccccc2)cn1 | -1 | 1 | 98 | -54 | 98 | 100 | 96 | 98 | 5 | 99 | 99
57 | c1ccc(Cc2nn3c(Cn4nnc5ccccc54)nnc3s2)cc1 | -4 | 1 | 97 | -7 | 97 | 101 | 100 | 98 | 2 | 100 | 97
58 | Cc1ccnc(N2CCC(C(=O)Nc3cccc(C(F)(F)F)c3)CC2)n1 | 2 | -15 | 95 | -6 | 96 | 94 | 96 | 94 | -11 | 95 | 96
